Screening data (PubChem)
Salmonella PhoP GFP: PhoP-dependent GFP reporter repression – Salmonella Typhimurium, primary screen (AID 1863); 0.16% of 300,000 active; one-dose inhibition, % at 50 µM; IC50 in µM for titrated hits; S. Typhimurium PhoP-regulated promoter GFP reporter, 4 h; higher % means a stronger effect;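 active means inhibition over 29.93%, a cutoff 3 SD above the screen mean, later confirmed by dose response; inconclusive means inhibition over 29.93% but no dose response follow-up; inactive means inhibition at most 29.93% or unconfirmed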;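 further: 0% = low Mg2+ inducing control and 100% = high Mg2+ repressing control; strong numbers were not always called active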
SV40 large T antigen: TAg ATPase/helicase activity blockers – biochemical (AID 1903). one-dose inhibition, % at 20 µM; IC50 in µM for titrated hits. SV40 large T antigen ATPase/helicase inhibition assay; higher % means a stronger effect. 0.39% of 310,000 active; in the data active means a potency from the dose series; inconclusive means inhibition mostly from about 32% at the one dose, without a potency; inactive means the rest, 99 in 100 with inhibition below about 32%; further: strong numbers were not always called active
UTI89 phage lysis: inhibition of K1F phage lysis, E. coli UTI89, bacterial capsule biogenesis inhibitors, alamar blue (AID 488966) | 0.02% of 340,000 active | E. coli UTI89 K1F phage lysis, alamar blue, 2 h; higher % means a stronger effect | one-dose inhibition, % at 100 µM; IC50 in µM for titrated hits;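 active means phage lysis inhibition, versus mean bacterial control, above a set limit; inconclusive means no clear call, values can overlap the other calls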;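 further: capsule biogenesis inhibitors block K1F phage lysis so surviving cells raise fluorescence; higher fluorescence means more inhibition of phage lysis; actives were called in the ten point dose series up to 300 µM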
GPR35 antagonists: inhibition of zaprinast-stimulated GPR35 beta-arrestin translocation – imaging, U2OS, beta-arrestin-GFP, zaprinast agonist, primary screen (AID 2058). U2OS GPR35 beta-arrestin-GFP translocation imaging, zaprinast antagonism; higher % means a stronger effect. 0.052% of 290,000 active. inhibition, % at 10 µM; hits with a dose series show IC50 in µM;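 active means inhibition of at least 50% with at least 30 cells and total cytoplasm GFP at most 10,000,000; inconclusive means under 30 cells or total GFP of 10,000,000 plus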
RSV antiviral HEp-2: RSV antiviral activity via CPE protection, HEp-2 cells, primary 10 µM value included (AID 2391) | HEp-2 cells, RSV-induced CPE inhibition; higher % means a stronger effect | CPE inhibition, % at 10 µM, or IC50 in µM where a hit was titrated | 0.13% of 310,000 active; in the data active means a potency from the dose series; inconclusive means CPE inhibition mostly from about 23% at the one dose, without a potency; inactive means the rest, 99 in 100 with CPE inhibition below about 21%; further: strong numbers were not always called active
MgcRacGAP inhibition: MgcRacGAP GTPase-activating activity inhibitors, confirmation, biochemical, ADP Hunter fluorescence; MgcRacGAP-stimulated Rac1 GTP hydrolysis, ADP Hunter fluorescence; higher % means a stronger effect; GST-tagged Rac1 F28L mutant substrate; inhibition, % at 30 µM; hits with a dose series show IC50 in µM; 0.6% of 340,000 active;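 active means first-screen hits whose inhibition reached a set limit at any dose in the follow-up dose series; inconclusive means inhibition above the set first-screen limit but never retested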;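 further: fluorescence reports GDP produced by GAP-driven GTP hydrolysis; strong numbers were not always called active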
HIV fusion peptide: cell-free HIV fusion peptide-binding blockers – biochemical, uHTS, fluorescence dequenching, primary screen (AID 1986); cell-free peptide binding, fluorescence dequenching, 30 min; higher % means a stronger effect; inhibition, % at 20 µM; hits with a dose series show IC50 in µM; 0.3% of 290,000 active; in the data active means inhibition mostly above about 52%, no sharp cut-off; inactive means mostly below about 76%; further: some results filed as inactive read as strong as hits
GPR55 LPI antagonism: GPR55 antagonists blocking LPI-driven arrestin recruitment, primary screen, imaging, U2OS, beta-arrestin-GFP, LPI agonist (AID 2013) | U2OS GPR55 beta-arrestin-GFP translocation imaging, LPI antagonism; higher % means a stronger effect | 0.13% of 290,000 active | one-dose inhibition, % at 10 µM; IC50 in µM for titrated hits;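 active means spots per cell inhibited over 60%, with over 100 cells counted and total cytoplasm intensity under 500,000; inconclusive means wells with under 100 cells, flagged as likely toxic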;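 further: U2OS cells stably carrying GPR55 and arrestin-GFP stimulated by 5 µM LPI near EC80; imaged beta-arrestin-GFP aggregate spots per cell after agonist stimulation; plate controls were LPI-stimulated DMSO wells for no effect and DMSO wells without LPI for full effect; some results filed as inactive read as strong as hits; confirmed hits need IC50 under 10 µM and bright autofluorescent wells are also inconclusive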
Dengue-2 NS5 capping: flavivirus cap methylation enzyme inhibition – biochemical, confirmation dose response, primary screen (AID 588689) | Dengue-2 NS5 methyltransferase capping enzyme assay, biochemical; higher % means a stronger effect | inhibition, % at 25 µM; hits with a dose series show IC50 in µM | 0.3% of 340,000 active; in the data active means a potency from the dose series; inconclusive means inhibition above about 29% without an active follow-up result
The depositor's hits bear a star; ? = inconclusive; / = no result given; [ ] = remark or other dose.

Sample of the layout:
Results follow in this order: Salmonella PhoP GFP, SV40 large T antigen, UTI89 phage lysis, GPR35 antagonists, RSV antiviral HEp-2, MgcRacGAP inhibition, HIV fusion peptide, GPR55 LPI antagonism, Dengue-2 NS5 capping
1) Cc1nc(-c2cccc(NC(=O)COc3ccc(Cl)cc3)c2)cs1
 : 7%, -22%, 0.7%[50 µM], 17%, ?, 7%, 1.5%, -3%, 5%
2) COc1ccc([C@H]2CC(=O)C=C(c3cccc4c3sc3ccccc34)C2)cc1OC
 : /, /, 2.0%, /, -0.4%, 10%, /, /, -1%

All compounds of this part, repeating the preview:
Results follow in this order: Salmonella PhoP GFP, SV40 large T antigen, UTI89 phage lysis, GPR35 antagonists, RSV antiviral HEp-2, MgcRacGAP inhibition, HIV fusion peptide, GPR55 LPI antagonism, Dengue-2 NS5 capping
1) Cc1nc(-c2cccc(NC(=O)COc3ccc(Cl)cc3)c2)cs1
 : 7%, -22%, 0.7%[50 µM], 17%, ?, 7%, 1.5%, -3%, 5%
2) COc1ccc([C@H]2CC(=O)C=C(c3cccc4c3sc3ccccc34)C2)cc1OC
 : /, /, 2.0%, /, -0.4%, 10%, /, /, -1%
3) CC1(C)Cc2nc(-c3ccccc3)nc(SCC(=O)N3CCOCC3)c2CO1
 : -1%, 4%, -0.1%, 3%, 1.2%, 8%, 1.3%, -6%, -5%
4) CCN1CCN(c2ccc(S(=O)(=O)N3CCCCC3)cc2NC(=O)/C=C/c2ccc([N+](=O)[O-])cc2)CC1
 : 2%, 26%, 0.6%[50 µM], /, 8.9%, 6%, /, /, -7%
5) CCN(CC)S(=O)(=O)c1ccc(C(=O)NCCc2cc3c(OC)ccc(OC)c3[nH]c2=O)cc1
 : 3%, 25%, 0.1%, 15%, 0.9%, 9%, -2.7%, -4%, 1%
6) COc1ccc(OC)c(S(=O)(=O)N2CCCC(C(=O)NCCN3CCOCC3)C2)c1 (configuration not stated)
 : 6%, 3%, 0.1%, -1%, 1.8%, 4%, -0.9%, 9%, -2%
7) CCOC(=O)C1=C(C)NC(=S)NC1c1ccco1 (configuration not stated)
 : -1%, 19%, -1.8%, 1%, 0.1%, 13%, 4.7%, 3%, -3%
8) Cc1c(C)[n+](=O)c2c(n1[O-])CCCCC2
 : -4%, 6%, 0.7%, 19%, 1.0%, 2%, 2.0%, 4%, 2%
9) CCC(C)c1ccccc1NC(=O)C1CCCO1 (configuration not stated)
 : 14%, -1%, 1.1%, -12%, 1.7%, 8%, -2.0%, -6%, 2%
10) Cc1ccc(OCCSc2nnc(NC(=O)c3ccco3)s2)cc1
 : -4%, 4%, -0.8%, 23%, 4.5%, 5%, 2.5%, 16%, -1%
11) COc1ccc(CN(C(=O)c2ccccc2Br)C2CCS(=O)(=O)C2)cc1 (configuration not stated)
 : /, 0%, 2.5%, 6%, 0.8%, 14%, 3.1%, -11%, 3%
12) Cc1cc(Cl)ccc1OC(C)C(=O)Nc1ccc(S(=O)(=O)N2CCOCC2)cc1 (configuration not stated)
 : 4%, -9%, 0.1%, 5%, 9.7%, 2%, 1.6%, -5%, 1%
13) Cc1cc2nccc(-c3ccc(OCCCF)cc3)n2n1
 : 4%, 12%, 0.0%, -2%, 9.2%, -4%, -1.4%, 7%, -7%
14) NC(=O)CSc1nnc(COc2ccccc2)n1CCc1ccccc1
 : 10%, 22%, 0.4%, -8%, 1.1%, 5%, 0.5%, 5%, -2%
15) Cc1coc2c(C)c3oc(=O)c(CCC(=O)NCCN4CCOCC4)c(C)c3cc12
 : /, /, 1.7%, -1%, -0.5%, 5%, -0.2%, 1%, -1%
16) COc1ccc(/C=C2\Sc3ccc(C(=O)NCCCN4CCCC4)cc3N(C)C2=O)cc1OC
 : -6%, 9%, 0.0%, 8%, 0.8%, 2%, 0.4%, -25%, 4%
17) O=C(c1ccco1)N1CCN(Cc2cc(=O)c(OCc3ccc([N+](=O)[O-])cc3)co2)CC1
 : -4%, 24%, 1.0%[50 µM], /, 0.9%, 1%, /, /, -1%
18) CCN(c1ccc(OC)cc1)S(=O)(=O)c1nnc(NC(=O)COc2ccc(F)cc2)s1
 : 15%, 17%, 0.0%, 7%, 13%, 12%, 9.3%, 9%, -5%
19) Cn1c2c(c(=O)[nH]c1=O)C(c1cccc(O)c1)C1=C(N2)c2ccccc2C1=O (configuration not stated)
 : -2%, 5%, -0.5%, -1%, /, 2%, -4.3%, 6%, 1%
20) Cc1noc(C)c1C(=O)N1CCN(S(=O)(=O)c2cccc(Cl)c2Cl)CC1
 : -7%, 10%, 0.5%[50 µM], -3%, 3.4%, 4%, -0.5%, -7%, 1%
21) Cc1ccccc1-n1nc2c(c1NC(=O)c1cc3ccccc3oc1=O)CS(=O)(=O)C2
 : -9%, 1%, /, 3%, /, /, 2.9%, 1%, /
22) Cc1cc(-c2csc(NC(=O)c3ccc(=O)[nH]c3)n2)c(C)n1Cc1ccccc1
 : 7%, 11%, 0.3%, -15%, 5.1%, -4%, 85%, -5%, -13%
23) CC(C(=O)NCC1CCCCC1)N1CCc2ccccc2C1 (configuration not stated)
 : -7%, -2%, 1.5%, 0%, 1.8%, -4%, 1.7%, 3%, 5%
24) Cn1c(=O)c2c(nc(N3CCOCC3)n2CCCNC2=NCCC2)n(C)c1=O
 : 5%, 5%, 0.3%, 13%, 1.6%, 12%, -2.3%, 5%, /
25) CCN(c1ccccc1)S(=O)(=O)c1ccc(F)cc1C
 : 10%, 0%, -0.2%, 3%, 1.2%, 7%, 0.4%, 20%, -11%
26) O=C(NCc1ccncc1)C(=O)NCC1OCCN1S(=O)(=O)c1cc(F)ccc1F (configuration not stated)
 : 3%, 2%, 0.5%[50 µM], -1%, 2.9%, 1%, 1.3%, 10%, -1%
27) CCOC(=O)c1c(C)n(CCO)c2ccc(O)cc12
 : 1%, 9%, 2.6%, 3%, 1.1%, 11%, 0.7%, 6%, -4%
28) Cc1cc(C)nc(NC(=O)c2ccc(Br)cc2)n1
 : 0%, 12%, 1.1%, 0%, 0.9%, 6%, -2.6%, 3%, -5%
29) Cc1ccc(S(=O)(=O)N(C)CC(=O)N2CCN(Cc3ccccc3)CC2)cc1
 : -7%, -1%, 0.1%, -10%, 0.0%, 3%, -0.1%, 5%, -8%
30) N/C(=N\OC(=O)Oc1ccccc1)c1ccc([N+](=O)[O-])cc1
 : -4%, 12%, 0.8%, -8%, 0.1%, 8%, 0.1%, 7%, -2%

Results in RSV antiviral HEp-2, GPR35 antagonists and GPR55 LPI antagonism (6 entries from above):
entry | SMILES | RSV antiviral HEp-2 | GPR35 antagonists | GPR55 LPI antagonism
20 | Cc1noc(C)c1C(=O)N1CCN(S(=O)(=O)c2cccc(Cl)c2Cl)CC1 | 3.4% | -3% | -7%
29 | Cc1ccc(S(=O)(=O)N(C)CC(=O)N2CCN(Cc3ccccc3)CC2)cc1 | 0.0% | -10% | 5%
12 | Cc1cc(Cl)ccc1OC(C)C(=O)Nc1ccc(S(=O)(=O)N2CCOCC2)cc1 (configuration not stated) | 9.7% | 5% | -5%
4 | CCN1CCN(c2ccc(S(=O)(=O)N3CCCCC3)cc2NC(=O)/C=C/c2ccc([N+](=O)[O-])cc2)CC1 | 8.9% | / | /
6 | COc1ccc(OC)c(S(=O)(=O)N2CCCC(C(=O)NCCN3CCOCC3)C2)c1 (configuration not stated) | 1.8% | -1% | 9%
14 | NC(=O)CSc1nnc(COc2ccccc2)n1CCc1ccccc1 | 1.1% | -8% | 5%

(list continues)
Results follow in this order: Salmonella PhoP GFP, SV40 large T antigen, UTI89 phage lysis, GPR35 antagonists, RSV antiviral HEp-2, MgcRacGAP inhibition, HIV fusion peptide, GPR55 LPI antagonism, Dengue-2 NS5 capping
31) O=C(Nc1ccccc1[N+](=O)[O-])C1COc2ccccc2O1 (configuration not stated)
 : -7%, 8%, -0.3%, 4%, 3.0%, 3%, 0.9%, -8%, -12%
32) O=C(NC1CCCC1)C(c1ccsc1)N(C(=O)Cc1cccs1)c1cccc(F)c1 (configuration not stated)
 : 9%, -4%, 3.0%, 1%, 2.9%, 6%, -0.9%, 7%, -3%
33) O=C(CCl)Nc1ccc(-c2ccccc2)cc1
 : -4%, 5%, 0.5%, 2%, 6.7%, 5%, 0.5%, 6%, -9%
34) O=C(Nc1ccc(Cl)c(Cl)c1)C1CCCCC1
 : -1%, 8%, -0.1%, /, 5.4%, 9%, /, /, -2%
35) CSc1nc(-c2ccccc2)c(-c2ccccc2)[nH]1
 : -5%, 0%, 0.0%, -6%, 1.4%, 5%, 1.5%, -18%, -2%
36) CCN(Cc1ccccc1)c1ccc(/C=N/N=C(N)N)cc1
 : 6%, ?, -22%, -14%, -1.6%, ?, -4.5%, 29%, 1%
37) CCOC(=O)CN(C(=O)CSc1nnc(CNc2ccc(F)cc2)n1C)c1ccccc1
 : -3%, -2%, 1.7%, 0%, 1.2%, 6%, -0.9%, 9%, 6%
38) CCOc1ccccc1NC(=O)NCc1ccc2c(c1)OCO2
 : 4%, 14%, 0.2%, -9%, 1.6%, -3%, -0.2%, 2%, -6%
39) COc1cc2c(C#N)c(N3CCOCC3)nc(N)c2c(N)n1
 : 3%, 8%, 0.9%, 1%, -0.6%, 9%, -2.2%, -8%, 21%
40) O=C(CC1SCCNC1=O)Nc1ccc(Cl)cc1 (configuration not stated)
 : 2%, 25%, 0.1%, -1%, 1.9%, 6%, 0.6%, 8%, -2%
41) Cc1oc2c(c(C)cc3oc(=O)c(CC(=O)N[C@@H](CC(C)C)C(=O)O)c(C)c32)c1C
 : 7%, -2%, -0.6%[50 µM], -4%, -0.2%, /, 1.3%, -12%, -7%
42) CCNC(=O)Cn1c(=O)c2c(ncn2Cc2ccccc2)n(Cc2ccccc2)c1=O
 : -6%, -1%, 0.8%, 16%, 0.2%, 3%, -0.3%, 11%, 2%
43) Cc1ccc(-c2n[nH]c(=O)c3ccccc23)cc1S(=O)(=O)NCCO
 : 17%, 2%, -0.1%, -10%, 0.7%, 9%, -0.9%, 0%, -3%
44) CCCCCC(=O)N1CCN(S(=O)(=O)c2ccc3c(c2)OCCO3)CC1
 : -8%, 6%, 1.2%[50 µM], /, 1.3%, 11%, /, /, -3%
45) COc1ccc2c(c1)c1nc(SCC(C)C)n(CCO)c(=O)c1n2C
 : -2%, -2%, -1.1%, 2%, 0.0%, 8%, 2.1%, 2%, -3%
46) CC(=O)c1cc(-c2ccccc2)n(CC(=O)Nc2cccc(C)c2)c1C
 : 4%, 2%, 1.1%, 8%, 2.5%, 10%, 1.5%, -4%, -7%
